Compound activity (PubChem)
Smad3 FoxH1 inh: Smad3 (human) transcription factor binding inhibition. inhibition, % at 25 µM. 88,000 compounds, 0.29% hits. TR-FRET Smad3/Dy647-FoxH1 peptide binding, europium anti-His. P84022;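 active means compounds that reduce the energy-transfer binding signal between the protein and its labelled peptide by more than half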;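 further: 0% = Smad3 plus labelled peptide maximal FRET and 100% = peptide-only background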
Target sequence (P84022 whole entry, looked up): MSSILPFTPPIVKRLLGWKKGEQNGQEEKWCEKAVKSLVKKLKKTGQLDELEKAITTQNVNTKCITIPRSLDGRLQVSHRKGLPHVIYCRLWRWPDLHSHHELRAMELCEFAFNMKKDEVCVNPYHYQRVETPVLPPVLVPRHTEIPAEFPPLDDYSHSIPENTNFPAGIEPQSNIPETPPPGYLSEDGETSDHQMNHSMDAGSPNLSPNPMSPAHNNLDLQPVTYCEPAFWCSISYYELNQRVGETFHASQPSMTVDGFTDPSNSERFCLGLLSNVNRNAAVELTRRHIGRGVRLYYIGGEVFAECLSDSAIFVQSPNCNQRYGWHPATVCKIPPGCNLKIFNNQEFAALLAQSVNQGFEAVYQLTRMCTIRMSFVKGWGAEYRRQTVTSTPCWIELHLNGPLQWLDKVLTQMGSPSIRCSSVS
HUVEC inhibit: inhibitors of human endothelial cell proliferation. HUVEC proliferation, CellTiter-Glo luminescence, 72 h; active compounds read low. viability, % at 10 µM (by protocol). 86,000 compounds, 1.1% hits. AID 648;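 active means viability at or below 30%; inactive means viability above 30%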;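 further: 100% = median luminescence of DMSO-only cell control wells on each plate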
CD11b adhes enh: enhancers of human CD11b/CD18 binding to fibrinogen; 93,000 compounds, 0.07% hits; activation, % at 10 µM; P05107+P11215; AID 1499; K562 CD11b/CD18 adhesion to fibrinogen, ATPlite luminescence;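 active means 10 µM primary screen giving 50% or more activity, confirmed by 40% or more on retest at that dose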; further: strong numbers were not always called active
Fibroblast inh: blocks proliferation of human lung fibroblasts | LL 47 human lung fibroblast viability, ATP luminescence; active compounds read low | viability, % at 10 µM | 85,000 compounds, 1.1% hits;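 active means viability at or below 50% in the single dose screen; inactive means viability above 50%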;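 further: compound exposure lasted 72 h before the ATP readout; 100% = median luminescence of untreated cell-only wells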
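test system = LL 47 human lung fibroblasts | amount = 1,150 fibroblasts seeded per well | medium = 15% FBS in IMEM | times = overnight cell rest, 72 h compound treatment at 37 °C | measured by = CellTiter-Glo luminescence measuring cellular ATP | read-out = viability percentage against median untreated-cell control | benchmarks = cell-only wells, no compound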
ERb SRC1 inh: ER-beta (human) coactivator binding inhibition. Q92731. TR-FRET ER-beta LBD / SRC1-Cy5 peptide binding; receptor agonist-loaded with 1 µM estradiol. inhibition, % at 25.6 µM. 86,000 compounds, 1.3% hits. AID 633;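 active means compounds whose percent inhibition of the receptor-coactivator binding signal exceeds about 50% in the single-dose screen, limit read from the data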;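 further: 0% = receptor plus peptide wells without compound and 100% = peptide-only wells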
H69AR growth 86K: blocks growth of human H69AR lung tumor cells; H69AR lung tumor viability, ATP luminescence, 72 h; active compounds read low; viability, % at 10 µM; 85,000 compounds, 6% hits;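 active means viability at or below 40%; inactive means viability above 40%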;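 further: multidrug resistant small cell line overexpressing MRP-1 efflux transporter; 100% = mean luminescence of untreated control wells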
MT1-MMP txn act: activates MT1-MMP transcription. HT1080 MT1-MMP promoter luciferase reporter, luminescence, overnight; active compounds read high. activation factor at 10 µM. 86,000 compounds, 0.16% hits. AID 750;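 active means activation factor of at least 2 for MT1-MMP transcription at 10 µM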
ERa coact pot: ER-alpha (human) coactivator binding potentiation; TR-FRET ERalpha-LBD/SRC-Cy5 coactivator binding, 2 h; 100 = basal binding, no effect; coactivator binding (% of control), % at 25.6 µM; 86,000 compounds, 1.3% hits; AID 639; in the data active means activity above about 200%;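 further: binding measured in presence of low estradiol as agonist stimulus; 0% = peptide alone without receptor and 100% = receptor with peptide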
Target sequence (P03372 whole entry, looked up, the tested form may be a part): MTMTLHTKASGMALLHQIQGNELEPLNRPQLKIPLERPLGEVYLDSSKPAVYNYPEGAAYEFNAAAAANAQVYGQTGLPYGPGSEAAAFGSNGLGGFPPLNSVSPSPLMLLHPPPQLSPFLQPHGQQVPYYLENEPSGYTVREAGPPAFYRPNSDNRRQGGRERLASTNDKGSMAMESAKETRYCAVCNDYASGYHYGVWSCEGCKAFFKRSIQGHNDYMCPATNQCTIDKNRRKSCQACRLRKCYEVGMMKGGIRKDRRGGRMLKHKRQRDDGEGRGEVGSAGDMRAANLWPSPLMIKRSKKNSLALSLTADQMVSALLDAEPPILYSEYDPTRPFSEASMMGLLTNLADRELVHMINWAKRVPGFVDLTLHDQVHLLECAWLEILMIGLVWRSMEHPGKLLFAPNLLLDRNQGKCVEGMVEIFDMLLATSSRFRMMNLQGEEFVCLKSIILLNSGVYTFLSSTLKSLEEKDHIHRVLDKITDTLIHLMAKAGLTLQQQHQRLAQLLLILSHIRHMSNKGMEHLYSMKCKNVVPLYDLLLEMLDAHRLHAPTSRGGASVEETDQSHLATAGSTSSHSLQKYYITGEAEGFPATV
ERa coact inh: ER-alpha (human) coactivator binding inhibition. P03372. TR-FRET ER-alpha LBD / SRC-1 peptide, estradiol-bound. inhibition, % at 25.6 µM. 86,000 compounds, 1.7% hits; in the data active means inhibition above about 50%;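 further: 0% = receptor plus peptide control and 100% = peptide only without receptor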
Active calls of the source: *; / = not tested or not shown; [ ] = remark or other dose.

SMILES	Smad3 FoxH1 inh	HUVEC inhibit	CD11b adhes enh	Fibroblast inh	ERb SRC1 inh	H69AR growth 86K	MT1-MMP txn act	ERa coact pot	ERa coact inh
CCOC(=O)c1c(NC(=O)c2cc(C3CC3)on2)sc(C(C)=O)c1C	4	104	/	104	5	90	1	146[fluorescence artefact?]	-1
CC(=O)N1CCc2[nH]c3ccccc3c2C1	9	99	0	104	14[fluorescence artefact?]	96	1.2	92	11
O=C(CCc1nc2ccccc2c(=O)[nH]1)NC1CCN(Cc2ccccc2)CC1	0	106	0	94	0	96	1.1	97	-2
CCOc1ccc(C2CC(c3ccc(CC)cc3)Nc3nc(N)nn32)cc1 (centres undefined)	-6	93	-1	85	-2	100	1.2	113	-4
Cc1ccc(OCC(=O)O)c(-n2nc3ccccc3n2)c1	4	82	-1	92	11	98	1.1	91	-7
Cc1c(-c2ccccc2)nc(N)c(C#N)c1-c1ccco1	4	99	3	100	3	91	0.9	121	8
Cc1ccc(-c2nnc3c4ccccc4c(C)nn23)cc1S(=O)(=O)N1CCN(CCO)CC1	-11	103	/	89	4	59	1.2	84[fluorescence artefact?]	9
O=C(CSc1ncnc2nc[nH]c12)N1CCN(c2ccccc2)CC1	0	95	-4	101	-1	94	0.9	80	-2
CC1CCCCN1CCNC(=O)c1ccc2c(=O)n(CCc3ccccc3)c(=O)[nH]c2c1 (centres undefined)	-9	81	0	97	1	91	/	90	3
CCCOn1c(OCC(C)C)nc2ccccc2c1=O	-5	92	-4	95	-9	77	1.2	108	-2
CCc1ccccc1N(CC(=O)N1CCN(c2ccccc2F)CC1)S(C)(=O)=O	3	86	8	96	-4	86	1	138	-2
CCOC(=O)C1CCCN(C(=O)CN(c2ccc(OC)cc2)S(=O)(=O)c2c(C)noc2C)C1 (centres undefined)	-5	101	-1	91	-4	78	1	91	-1
Cn1c(=O)cc(OCC(=O)NCCCN2CCN(c3ccccc3F)CC2)c2ccccc21	-7	76	1	89	-2	76	1.1	93	15
COc1ccc(-n2nc(C(=O)NCC(=O)N3CCN(C)CC3)c3ccccc3c2=O)cc1OC	17	101	-6	96	-6	93	1.1	107	-2
O=C(c1cnc2ccccn2c1=O)N1CCCc2ccccc21	-5	92	-1	100	-6	93	1.3	91	-16
CCOc1ccc2nc(SCC(=O)NC(=O)NCc3ccco3)[nH]c2c1	-22[fluorescence artefact?]	95	0	107	56*[fluorescence artefact?]	103	1	74	38[fluorescence artefact?]
O=C(NCc1ccccc1)C(c1cccnc1)N(Cc1ccco1)C(=O)c1ccccn1 (centres undefined)	-8	96	0	102	-2[fluorescence artefact?]	99	1.1	86	9[fluorescence artefact?]
CC(OC(=O)c1cccc(NS(C)(=O)=O)c1)C(=O)Nc1ccc(N2CCOCC2)cc1 (centres undefined)	-5	96	33	107	30	94	1.1	33	38
CCOc1ccc(NC(=O)C/C(N)=N/O)cc1	9	94	1	95	-4	95	1.1	131	0
Clc1ccc(C(c2nnnn2C2CCCCC2)N(Cc2cccnc2)Cc2ccco2)cc1 (centres undefined)	8	97	/	91	-2	36*	1.2	117	0
CCOC(=O)NC(Nc1ccc(S(N)(=O)=O)cc1)(C(=O)OCC)C(F)(F)F (centres undefined)	8[fluorescence artefact?]	95	0	99	-7	98	1	112	-2
c1ccc2c(c1)nc1n2C2(N3CCOCC3)CCCC2C1N1CCOCC1 (centres undefined)	2	98	0	/	-1	103	1.1	112	-2
C=CCn1c(SCC(N)=O)nnc1-c1cc(Br)ccc1O	5	82	0	92	-4[fluorescence artefact?]	91	1.2	103	1
NC(=O)NC(c1ccccc1)c1cccc2ccccc12 (centres undefined)	-7	97	0	95	-3	96	1.2	96	4
COc1cc(-n2cnnn2)ccc1S(=O)(=O)N1CCOCC1	2	96	-1	103	-1	98	1	105	-1
CCOC(=O)c1[nH]cnc1C(=O)NC1CCCCC1	-2	98	-2	102	-9	77	1	149[fluorescence artefact?]	-6
COc1ccccc1-c1noc(CCC(=O)Nc2ccccc2Cl)n1	12	98	5	100	-8[fluorescence artefact?]	87	1.1	78	-25
COC(=O)Cn1ncn2cccc2c1=O	-2	98	-2	104	-8[fluorescence artefact?]	101	1.1	98	8[fluorescence artefact?]
O=C(CC1SCCNC1=O)Nc1cc(Cl)cc(Cl)c1 (centres undefined)	-1	88	3	47*	1	88	1.1	111	1
O=S(=O)(Nc1ccc2c(c1)oc1ccccc12)N1CCCC1	1	69	9	103	5[fluorescence artefact?]	74	1.1	91	12
COc1ccc(CC(=O)Nc2ccc(-c3nnc(-c4ccccc4)o3)cc2)cc1OC	-110[fluorescence artefact?]	92	26	97	51*[fluorescence artefact?]	78	1.1	97	70*[fluorescence artefact?]
Cc1cccc(NS(=O)(=O)c2ccc(C3CCCCC3)cc2)n1	14	114	-1	96	-2	101	1	85	15
COc1cc2cnncc2cc1OC	7	89	/	94	-5	86	1.2	116	-6
CC(C)Cn1cc(C(=O)NCCCOC(C)C)c2c3ccccc3n(C)c2c1=O	11	99	-3	104	5	82	1.1	107	-2
Cc1ccc(N=Cc2c(O)n(-c3cc(Cl)ccc3N3CCOCC3)c(=O)c3ccccc23)cc1C	8	106	40	106	0	74	1	107	6
Cn1c(CSc2ccccc2)c(C#N)c2ccccc21	4	104	0	96	-7	/	1.7	109	1
Cc1ccc2nc(NC(=O)CN(C)S(=O)(=O)c3cccc4nsnc34)sc2c1	5[fluorescence artefact?]	29*	6	25*	-9	12*	1.1	113	-11
CSc1nc(O)c(C2OC(=O)c3ccccc32)c(=O)[nH]1 (centres undefined)	0	95	3	94	-6	95	1	144	-1
CCN(CC)S(=O)(=O)c1cc(C(=O)Nc2ccc(Cl)cn2)ccc1C	6	105	0	105	3	68	0.9	130	2
CN(C)S(=O)(=O)N1CCN(C(=O)c2ccccc2)CC1	-7	103	1	105	-1[fluorescence artefact?]	95	1.3	89	-4[fluorescence artefact?]
COc1ccccc1OCC(=O)NCC1CCCCC1	6	87	7	101	-6	90	1.2	98	-7
Cc1nnc(Nc2ccc(C(=O)NCCO)cc2)c2ccccc12	1	106	-3	97	-2	86	1.1	119	-8
CCCOc1ccc(-c2nnc(N)s2)cc1	6	96	0	99	3	93	1.3	94	-5
Cc1ccc(C)c(SCC(=O)NCc2ccco2)c1	-6	82	/	99	-3	49	1	85	-5
CCCCC(C(=O)OCC(=O)c1ccc(OC)cc1)N1C(=O)c2ccccc2C1=O (centres undefined)	6	92	/	93	2	95	1.3	98	-8
Cc1c(NC(=O)CN2CCN(C(=O)c3ccco3)CC2)c(=O)n(-c2ccccc2)n1C	-3	98	/	95	-8[fluorescence artefact?]	90	1	96	3
CN1C(=O)CC(N2CCN(C(=O)c3ccccc3)CC2)C1=O (centres undefined)	-10	95	-2	105	-2[fluorescence artefact?]	102	1.1	98	-5
CN1CCN(C2CC(=O)N(c3ccc4c(c3)OCCO4)C2=O)CC1 (centres undefined)	9	100	-1	104	8[fluorescence artefact?]	104	1.1	120[fluorescence artefact?]	7[fluorescence artefact?]
COc1ccc(N(CC(=O)Nc2ccc3c(c2)OCO3)S(C)(=O)=O)c(OC)c1	5	93	1	100	6	91	1.1	98	4
CCS(=O)(=O)c1ccc(O)c(NC(=O)Nc2ccccc2)c1	-10	87	13	103	21	105	1.1	82[fluorescence artefact?]	13
CCn1c(SCC(=O)NC(C)(C)C)nnc1-c1ccccn1	19	96	2	104	-7	113	1.1	91	0
CN1c2ccccc2C(C)(C)C12C=Nc1c(ccc3ccccc13)O2 (centres undefined)	-2	112	4	98	-19	85	1.9	90	-7
CCC(C)(NC(=O)c1ccccn1)C(=O)NC1CCCCC1 (centres undefined)	7	92	/	104	-14[fluorescence artefact?]	97	1.3	116	-1
COC(=O)Cn1c2c(c3cc(C)ccc31)CCCC2	-1	104	-2	92	12[fluorescence artefact?]	102	1.1	77	16
CC(C)OC(=O)c1cn(-c2ccccc2)nc1-c1ccco1	10[fluorescence artefact?]	93	4	93	12	86	0.9	136	13
O=C(O)C1C2C=CC(O2)C1C(=O)Nc1ccc(S(=O)(=O)N2CCc3ccccc32)cc1 (centres undefined)	19	91	0	110	1	92	1.2	115	4
CN(C)c1cc[nH]c(=O)c1C#N	-3	93	-3	108	-2	86	1.2	94	-1
CCOc1c(C(N)=O)c(-c2ccccc2)c2c(=O)[nH]c3ccccc3n12	3	90	4	103	61*	103	0.8	54[fluorescence artefact?]	82*[fluorescence artefact?]
CC1(C)C2(C#N)C(N)=NC3(OCCO3)C12C#N (centres undefined)	8	98	-2	100	-7	88	1.1	120	-14
O=C(Cn1cnc2c(nnn2Cc2ccc(Cl)cc2)c1=O)OCc1ccccc1	-19	95	/	93	5	90	1.1	129	2

Whole records, looked up by structure.
Record of COC(=O)Cn1c2c(c3cc(C)ccc31)CCCC2 = Smad3 FoxH1 inh: -1; HUVEC inhibit: 104; CD11b adhes enh: -2; Fibroblast inh: 92; ERb SRC1 inh: 12[fluorescence artefact?]; H69AR growth 86K: 102; MT1-MMP txn act: 1.1; ERa coact pot: 77; ERa coact inh: 16
Record of CC1(C)C2(C#N)C(N)=NC3(OCCO3)C12C#N (centres undefined) = Smad3 FoxH1 inh: 8; HUVEC inhibit: 98; CD11b adhes enh: -2; Fibroblast inh: 100; ERb SRC1 inh: -7; H69AR growth 86K: 88; MT1-MMP txn act: 1.1; ERa coact pot: 120; ERa coact inh: -14
Record of CCC(C)(NC(=O)c1ccccn1)C(=O)NC1CCCCC1 (centres undefined) = Smad3 FoxH1 inh: 7; HUVEC inhibit: 92; CD11b adhes enh: /; Fibroblast inh: 104; ERb SRC1 inh: -14[fluorescence artefact?]; H69AR growth 86K: 97; MT1-MMP txn act: 1.3; ERa coact pot: 116; ERa coact inh: -1

Carrying on.
SMILES	Smad3 FoxH1 inh	HUVEC inhibit	CD11b adhes enh	Fibroblast inh	ERb SRC1 inh	H69AR growth 86K	MT1-MMP txn act	ERa coact pot	ERa coact inh
O=C(O)c1ccc(CSc2ncn[nH]2)cc1	4	98	0	101	0	105	1.4	113	-3
COC(=O)NC1CSCC1OC(=O)CN1C(=O)c2ccccc2C1=O (centres undefined)	2	112	-3	103	4	102	1.1	109	0
COC(=O)c1c(N)c2ccccc2[nH]c1=O	6	102	-2	89	-4	85	1.1	120	-1
COc1ccc(-c2nc(CC(=O)O)cs2)cc1OC	-2	100	3	104	2[fluorescence artefact?]	95	1.2	116	3[fluorescence artefact?]
CC(C)c1cc(C(=O)Nc2cc(Br)ccc2O)no1	0	99	9	94	10	73	1.9	106	-2
COc1ccc(OCCOC(=O)c2cccs2)cc1	7	96	0	108	8[fluorescence artefact?]	98	1.5	93	8
COC(=O)c1sccc1NC(=O)c1cc(C)on1	2	92	-4	89	16	66	1.1	111	4
Cc1cc(C)n(-c2ccc(OCC(=O)O)nn2)n1	-22	89	-1	99	4[fluorescence artefact?]	92	1.1	117	-1[fluorescence artefact?]
O=c1[nH]c2ccc(Cl)cc2c(-c2ccccc2)c1CN1CCOCC1	9	92	0	89	0	101	1.2	87	0
Fc1ccc(CN2CCCCCCC2)c(F)c1	4	93	0	100	-13	93	1	106	1
CCOC(=O)c1[nH]c2c(c1C)C(=O)CC(c1ccc(N(C)C)cc1)C2 (centres undefined)	0	99	-1	99	6	100	1.2	104[fluorescence artefact?]	-2[fluorescence artefact?]
Cn1cc(C(=O)NCCN2CCN(c3ccccc3F)CC2)c2c3ccccc3n(C)c2c1=O	2	74	/	99	1[fluorescence artefact?]	55	1.1	99[fluorescence artefact?]	46[fluorescence artefact?]

A portion of the library; count on the stated rates, not on these rows.
